Bioassay records as filed in PubChem.
TrxR1 substrate: is turned over as a substrate by rat TrxR1 | O89049 | purified TrxR1 substrate turnover, NADPH consumption readout | Potency, µM (highest dose often 114 µM), without a hit: at the highest dose activity change, negative = substrate turnover | actives 0.01% (n = 390,000) | AID 588456; also: potency is read from the fitted curve at half-maximal effect; % is scaled to controls: 0 for no effect and ±100 for the full control effect; nearly all actives have a fitted effect of over 50% in size
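Rat TrxR1, dispensed at 90 nM, was prereduced with 400 uM NADPH (final) for 5 min at ~22 deg C, then incubated with compound 15 min before 400 uM selenite. A first-read NADPH fluorescence drop versus no-compound background flagged substrates.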
D2 agonist: agonists of human D2 dopamine receptor; HEK293 T-REx D2 cells, calcium flux agonist mode; AID 485358; activation, % at 2 µM; actives 0.53% (n = 340,000);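 active = activation over 3 SD above normal in the single-dose calcium agonist read, cut at about 30% in these data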; also: 0% is about no effect
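Tetracycline-induced HEK293 Trex cells with D2 receptor force-coupled to calcium signaling, plated overnight at 30 C and loaded with no-wash calcium dye. Calcium flux read kinetically for 180 s after compound addition; responses flag agonists.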
D2 antagonist: antagonizes the human D2 dopamine receptor. actives 2% (n = 340,000). AID 485344. HEK293 TREx D2 cells, calcium flux, dopamine EC80. inhibition, % at 10 µM; in the data active = inhibition above about 30%; also: 0% is about no effect
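Tetracycline-induced HEK293 T-REx cells expressing D2 force-coupled to calcium signalling were dye-loaded, exposed to compound for 180 s, then challenged with an EC80 of dopamine; calcium flux was followed kinetically for a further 180 s.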
USP1-UAF1 inh: blocks the human USP1/UAF1 deubiquitinase complex; recombinant USP1/UAF1, Ub-Rhodamine cleavage fluorescence; Potency, µM (top dose mostly 57.1 µM), for inactives: at the highest dose activity change, negative = inhibition, most hits filed as inhibitors; AID 743255; actives 0.23% (n = 390,000); O94782; also: potency is read from the fitted curve at half-maximal effect; % is scaled to controls: 0 for no effect and ±100 for the full control effect; nearly all actives have a fitted effect of over 60% in size; inactives centre near -12
Target sequence (O94782 whole entry, looked up): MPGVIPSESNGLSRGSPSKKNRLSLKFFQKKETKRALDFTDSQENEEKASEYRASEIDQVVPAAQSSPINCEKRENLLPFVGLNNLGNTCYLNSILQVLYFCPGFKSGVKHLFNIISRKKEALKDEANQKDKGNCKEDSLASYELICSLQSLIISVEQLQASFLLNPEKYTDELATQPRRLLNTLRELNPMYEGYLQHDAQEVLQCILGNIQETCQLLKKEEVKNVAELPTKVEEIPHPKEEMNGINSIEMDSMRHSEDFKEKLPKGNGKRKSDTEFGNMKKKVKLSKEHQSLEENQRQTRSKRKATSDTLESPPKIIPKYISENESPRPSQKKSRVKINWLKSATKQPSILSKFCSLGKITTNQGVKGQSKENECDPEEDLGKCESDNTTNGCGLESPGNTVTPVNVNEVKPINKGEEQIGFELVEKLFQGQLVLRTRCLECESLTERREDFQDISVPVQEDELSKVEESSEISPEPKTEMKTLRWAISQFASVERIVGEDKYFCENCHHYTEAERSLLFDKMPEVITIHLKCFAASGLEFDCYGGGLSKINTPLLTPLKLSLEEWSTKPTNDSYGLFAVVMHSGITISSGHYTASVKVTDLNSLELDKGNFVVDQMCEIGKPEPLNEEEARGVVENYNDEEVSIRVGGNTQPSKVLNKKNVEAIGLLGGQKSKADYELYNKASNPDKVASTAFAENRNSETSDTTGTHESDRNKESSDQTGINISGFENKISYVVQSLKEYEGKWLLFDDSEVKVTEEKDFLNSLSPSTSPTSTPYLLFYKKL
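USP1/UAF1 complex (1 nM) preincubated 15 min at room temperature with compound, then Ub-Rho substrate (150 nM final) added. Kinetic fluorescence at 480/540 nm over 6 reads at 60 s intervals; 50 mM HEPES pH 7.8, 0.5 mM EDTA, 0.1 mg/ml BSA, 1 mM TCEP, 0.01% Tween-20.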
TRHR agonist: agonists of human TRH receptor. activation, % at 2 µM. actives 0.18% (n = 360,000). TRHR cells, calcium flux fluo-8, FDSS agonist mode. P34981; in the data active = activation above about 30%; also: 0% is about no effect
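Steps: seed TRHR cells overnight; add fluo-8 no-wash Ca dye, RT 30 min–1.5 h; record 10 s baseline; pin-transfer compounds; monitor fluorescence 1 cycle/s for the agonist window. Calcium increases flag candidate agonists.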
TRHR enhancer: TRH receptor (human) allosteric enhancement; actives 0.66% (n = 360,000); P34981; enhancement, % at 2 µM; TRHR cells, fluo-8 calcium fluorescence, EC20 TRH enhancement; in the data active = enhancement above about 30%; also: 0% is about no effect
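Enhancer read-out: after compound pinning and an initial kinetic agonist-mode read, an EC20 of TRH (10 nM final) was injected and fluo-8 calcium signal (Ex 480/Em 530) followed at 1 s/cycle for 100 cycles in TRHR-expressing cells.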
PI4K2A inh: blocks human PI4K2A kinase activity; Q9BTU6; purified PI4K2A, ADP-Glo luminescence, 1 h; stronger effect = lower value; activity change, negative = inhibition, % at 76.9 µM; actives 0.13% (n = 420,000); AID 1346378; in the data active = activity change below about -50%; inconclusive = mostly about -30% to -49%;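 also: -100% = wells without enzyme as full effect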
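ADP-Glo luminescence measured ADP generated by PI4K2A enzyme (4 ug/mL before mixing) with 1.2 mM PI substrate (pre-mix) and 300 microM ATP (pre-mix). Tris pH7.5 buffer with MgCl2, Triton X-100; 1 h reaction at ambient temperature.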
IDH1 R132H inh: blocks human mutant IDH1 R132H enzyme | IDH1-R132H enzyme, NADPH consumption, diaphorase/resazurin fluorescence | O75874 | actives 0.093% (n = 390,000) | AID 602179 | Potency, µM (highest dose often 76.6 µM), inactives show top-dose activity change, negative = inhibition, most hits filed as inhibitors; also: potency is read from the fitted curve at half-maximal effect; % is scaled to controls: 0 for no effect and ±100 for the full control effect; nearly all actives have a fitted effect of over 65% in size
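IDH1-R132H (0.5 ug/mL dispensed) in pH 7.5 Tris buffer was preincubated 30 min with compound, then given a substrate mix of 0.016 mM NADPH and 2 mM alpha-KG for 80 min at room temperature; remaining NADPH was read by diaphorase/resazurin fluorescence.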
TrxR1 inh: rat TrxR1 inhibition; recombinant rTrxR1, NADPH fluorescence consumption, selenite substrate; Potency, µM (titrated, usually from 114 µM), without a hit: at the top dose activity change, negative = inhibition, most hits filed as inhibitors; actives 1% (n = 390,000); O89049; also: potency is read from the fitted curve at half-maximal effect; % is scaled to controls: 0 for no effect and ±100 for the full control effect; nearly all actives have a fitted effect of over 65% in size
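Rat TrxR1 (90 nM in the dispensed reagent) was pre-reduced with 400 uM NADPH for 5 min at room temperature, then incubated with compound for 15 min. After 400 uM selenite was added, NADPH fluorescence (Ex 340/Em 450 nm) was followed for 8 min.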
* marks the source's active call; other numbers are inactive results; ? = inconclusive; nt = not tested or not shown; [ ] = remark or other dose. Unless noted, calls follow the shape of the dose curve; as a rule, active = well fitted inhibition curve with a large enough effect; inconclusive = small, poorly fitted or top-dose-only effect; inactive = no such curve, though single readings can be large or run the other way.

Under each structure: TrxR1 substrate | D2 agonist | D2 antagonist | USP1-UAF1 inh | TRHR agonist | TRHR enhancer | PI4K2A inh | IDH1 R132H inh | TrxR1 inh
Cc1c(NC(=O)CSc2ncnc3ccccc23)c(=O)n(-c2ccccc2)n1C
    2.2%[57.1 µM] | nt | nt | -5.6% | -0.1 | 1.9 | 7.4 | -7.2% | -0.2%[57.1 µM]
CCOc1cc(N2CCOCC2)c(OCC)cc1NC(=O)c1ccc(F)c(S(=O)(=O)N2CCOCC2)c1
    -6.4% | -0.5 | -3.2 | -9.7% | -0.1 | 2.9 | -1.3 | 4.7% | -18.8%
O=C(NN=C1CCCC1)c1ccc(Br)cc1
    -6.6%[57.1 µM] | 0.8 | -12.4 | -8.0% | 0.4 | -3.7 | 1.0 | 2.7% | 8.5%[57.1 µM]
CCOc1ccccc1C(=O)N/N=C/c1cccc2cccnc12
    5.7%[57.1 µM] | 0.6 | -8.3 | -15.6% | 1.6 | 4.6 | 5.9 | 9.0% | -4.2%
COc1ccc(OC)c(/C(O)=C/C(=O)C(=O)Nc2cc(C)ccc2OC)c1
    -8.8% | 0.2 | 5.1 | -3.7% | 0.8 | 12.7 | -10.3 | 1.1% | -20.3%
CCc1ccc(NC(=O)c2ccc3c(c2)nnn3CC)cc1
    -5.5%[57.1 µM] | -0.2 | nt | -17.7% | -0.2 | 19.5 | -0.2 | -2.1% | -1.1%[57.1 µM]
O=C(O)c1cccc(NC2=C(N3CCOCC3)C(=O)c3ccccc3C2=O)c1
    10.6% | -0.2 | 14.2 | 31.6µM* | -0.3 | -6.5 | -13.6 | 3.1% | ?
COC(=O)c1ccc(OCC(=O)Nc2nn(-c3ccccc3)nc2C(N)=O)cc1
    26.4%[57.1 µM] | -0.3 | -10.0 | -10.0% | 0.0 | 1.1 | -3.9 | 9.5% | 15.4%[57.1 µM]
COc1cc2oc3ccccc3c(=O)c2cc1OC
    600.1%[activator][57.1 µM] | -0.3 | -11.4 | -19.0% | 1.7 | 7.4 | -3.2 | 18.9% | ?
COc1ccc2oc(-c3ccc(C)c(NC(=O)COc4cc(C)cc(C)c4)c3)nc2c1
    9.7% | 1.7 | nt | -18.8% | 0.6 | 1.6 | 1.6 | -8.5% | -3.4%
COc1cccc(NC(=O)CSc2nnc(-c3ccoc3C)n2C)c1
    0.2% | -0.8 | 9.4 | -13.4% | 0.2 | -1.7 | -1.4 | 6.7% | 13.6%
Cc1ccc(S(=O)(=O)N(C)C)cc1NC(=O)COC(=O)c1ccc2c(c1)OCO2
    -1.7% | -0.9 | -19.4 | 2.3% | -1.0 | 3.3 | -2.7 | 8.5% | -2.5%
CC1CC(C)CN(C(=O)CNS(=O)(=O)c2ccc(Br)s2)C1 (configuration not stated)
    1.4% | 0.7 | 9.0 | 11.6% | -0.3 | 11.3 | 1.3 | 3.4% | -2.5%
Cc1cc(C)c(NC(=O)c2ccc(S(=O)(=O)N3CCOCC3)cc2)c(C)c1
    3.4% | 0.5 | -2.3 | -19.7% | 0.2 | 7.1 | -8.4 | 1.8% | 9.7%
CC(=O)c1cccc(Oc2cc(NN3CCCCC3)c([N+](=O)[O-])cc2[N+](=O)[O-])c1
    -5.7% | 0.5 | 11.9 | -20.9% | -0.5 | -3.7 | 0.0 | 1.5% | 14.7%[57.1 µM]
CN(C)CCOC1c2ccccc2-c2ccccc21
    8.9% | 0.2 | -3.4 | 1.0% | 0.1 | 3.1 | 2.3 | 0.8% | 1.5%[57.1 µM]
CC(=O)c1ccc(NS(=O)(=O)c2ccc3c(c2)NC(=O)CCS3)cc1
    -7.3% | -0.2 | nt | -16.9% | 0.6 | -4.2 | 0.7 | 1.7% | -1.3%
Cc1cccc(OCC(=O)Nc2cc(C)c(C)cc2O)c1
    10.6% | -0.4 | -0.5 | -9.5% | -0.1 | -6.9 | -2.2 | -2.8% | 30.3%
Cn1c(NC(=S)Nc2ccccc2)nc2ccccc21
    17.2% | nt | nt | -3.9% | -0.1 | 2.5 | -2.5 | 3.5% | 9.1%[57.1 µM]
COc1ccc(O)c(-c2cc(-c3cccs3)[nH]n2)c1
    -2.2%[57.1 µM] | 1.1 | 1.7 | -1.1% | 1.7 | -4.4 | -2.6 | 1.8% | -11.0%[57.1 µM]

Limited to TRHR enhancer and IDH1 R132H inh, for two of the compounds above:
SMILES,TRHR enhancer,IDH1 R132H inh
CCc1ccc(NC(=O)c2ccc3c(c2)nnn3CC)cc1,19.5,-2.1%
Cn1c(NC(=S)Nc2ccccc2)nc2ccccc21,2.5,3.5%

(next part)
Under each structure: TrxR1 substrate | D2 agonist | D2 antagonist | USP1-UAF1 inh | TRHR agonist | TRHR enhancer | PI4K2A inh | IDH1 R132H inh | TrxR1 inh
C#CCOCCOCCOCCNc1nc(N2CCN(C(=O)[C@H](CCCN=C(N)N)n3cc(C(N)[C@@H](C)CC)nn3)CC2)nc(N2CCN(C(=O)[C@H](CCC(=O)O)n3cc([C@@H](N)[C@H](C)CC)nn3)CC2)n1 (some centres not stated)
    2.9% | nt | nt | -7.4% | nt | nt | 0.5 | -4.9% | ?
Cc1cccc(N2CCN(C(=O)c3ccc4[nH]c(C)c(C)c4c3)CC2)c1C
    5.5%[57.1 µM] | nt | nt | -3.2% | nt | nt | 0.4 | 4.9% | 12.1%[57.1 µM]
CCN(C(=O)COC(=O)c1c(NC(C)=O)sc(C)c1C)c1c(N)n(Cc2ccccc2)c(=O)[nH]c1=O
    0.3% | nt | nt | -16.2% | nt | nt | 0.4 | ? | -2.0%
O=C(Nc1scc(-c2cccs2)c1C(=O)O)c1cccs1
    9.5%[57.1 µM] | -0.4 | 8.5 | -6.4% | 0.0 | -2.9 | 1.9 | 21.5% | 2.4%[57.1 µM]
CC1CCN(c2c(NCc3ccc(C(=O)N4c5ccccc5CC4C)cc3)c(=O)c2=O)CC1 (configuration not stated)
    -18.0% | -0.6 | 11.8 | -5.2% | 0.8 | -2.7 | -1.9 | -16.0% | ?
O=C1C=C(NCc2ccccc2)c2ccccc2C1=O
    15.8µM* | 0.1 | -7.4 | 2.51µM* | -1.2 | 0.1 | -63.8* | 21.2% | ?
COc1ccc(OC)c(NC(=O)c2ccc(CN(c3cc(Cl)ccc3C)S(=O)(=O)c3ccccc3)cc2)c1
    15.3% | -0.1 | -13.8 | -14.1% | -0.5 | 1.8 | -6.4 | 0.3% | 8.7%
O=C(Nc1ccccc1)C(Cc1ccccc1)NC(=O)C12CC3CC(CC(C3)C1)C2 (configuration not stated)
    12.3% | -0.2 | -11.0 | -19.4% | -0.3 | -9.2 | 8.1 | -4.0% | 28.6%
CCOc1ccc(NC(=O)NC2CCS(=O)(=O)C2)cc1 (configuration not stated)
    -1.2% | 0.3 | -28.6 | -20.7% | 0.6 | 6.0 | -2.4 | 2.5% | 12.2%
CC(=O)c1ccc(N2Cc3ccccc3C2=NC(=O)c2cccs2)cc1
    1.1% | -0.5 | -10.1 | -17.8% | 0.1 | -11.7 | -12.9 | 0.2% | -6.2%
Cc1ccc(S(=O)(=O)N(Cc2cc3ccc(C)cc3[nH]c2=O)c2ccccc2)cc1
    5.4% | 0.1 | -6.3 | -19.0% | 0.1 | 2.7 | -2.5 | 0.4% | 31.0%[activator]
O=C(NCCc1ccc(Cl)cc1)C1CCCN(S(=O)(=O)c2cnc[nH]2)C1 (configuration not stated)
    -8.8% | 0.5 | -6.0 | -11.6% | -0.6 | 13.8 | -1.7 | -18.5% | -26.8%
CC(=O)NC(Cc1cccc(C)c1)C(=O)NC1CCN(c2ncccc2[N+](=O)[O-])CC1 (configuration not stated)
    -7.2% | 0.4 | -4.2 | -15.9% | -0.3 | -1.6 | -2.9 | -0.6% | -2.8%
COc1ccc(NC(=O)CSc2ccc(-c3cccnc3)nn2)cc1
    -0.3% | -1.1 | 21.1 | -11.8% | 0.3 | 1.6 | -4.7 | 0.8% | 6.1%
COc1ccccc1CN(Cc1cc2cc(C)cc(C)c2[nH]c1=O)Cc1nnnn1CC1CCCO1 (configuration not stated)
    5.1% | -1.1 | 21.9 | -11.9% | -1.1 | -9.1 | -2.3 | -8.6% | 4.8%[57.1 µM]
CN(C)c1ccc(C(=O)N/N=C/c2cc(Br)cc(Br)c2O)cc1
    9.0%[11.4 µM] | 1.0 | 32.1* | ? | 1.5 | -1.7 | 4.7 | -2.4% | 15.8%[11.4 µM]
Nc1c(C(=O)N/N=C/c2ccccc2Cl)oc2nc(-c3ccccc3)cc(-c3ccco3)c12
    -4.5% | 1.9 | -1.7 | 73.5%[activator] | 2.7 | -5.2 | -0.5 | 9.8% | 5.0%[57.1 µM]
O=C(c1ccc(Cl)c(S(=O)(=O)N2CCOCC2)c1)N1CCN(c2ccccc2)CC1
    1.5% | 0.3 | 7.0 | 0.5% | -0.2 | 0.9 | -0.8 | -2.8% | -0.4%
COc1cc(OC)cc(C(=O)NCCCNC(=O)c2cccnc2)c1
    3.1% | nt | nt | 3.6% | -0.2 | 0.7 | -2.9 | 10.8% | 27.2%
COc1ccc(CN(C)CC(=O)Nc2c(C)cccc2C)c(OC)c1
    -3.9% | -0.5 | -14.9 | -18.7% | -0.9 | -2.2 | 3.8 | 4.8% | -2.8%[57.1 µM]
